ELG1 genotox = induces genotoxicity in HEK293T cells with luciferase-tagged ELG1; HEK293T ELG1-luciferase reporter, luminescence, 16 h; Potency, µM (highest dose often 46 µM), inactives show at the top dose activity change, positive = activation, usual class: activators; 330,000 compounds, 1.3% hits; AID 504466; note: % of control where 0% means no effect; nearly all actives have a fitted effect of over 60% in size
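After overnight (16 hr) compound treatment at 37 °C, ELG1-luciferase HEK293T cells were lysed with ONE-Glo; luminescence quantified 30 min later at room temperature.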
Gal4-VP16 FLuc = counter-screen for ROR gamma inhibitors: Gal4-VP16 reporter | Drosophila S2 Gal4-VP16 UAS-luciferase, luminescence, 20 h | Potency, µM (top dose mostly 53.6 µM), inactives show top-dose activity, negative = inhibition, hits mostly inhibitors | 310,000 compounds, 3.5% hits;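 note: Gal4-VP16 expression switched on by copper sulfate through the metallothionein promoter; % is set by controls: 0 for no effect and ±100 for the full control effect; nearly all actives have a fitted effect of over 50% in size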
MBNL1 CUG block = inhibitors of human MBNL1 binding to CUG repeat RNA; Q9NR56; TR-FRET MBNL1-His/biotin-(CUG)12 binding, 665/545 ratio; Potency, µM (titrated, usually from 57.5 µM), for inactives: at the top dose activity change, negative = inhibition, usual class: inhibitors; 280,000 compounds, 0.036% hits; active = well fitted inhibition curve with a large enough effect in the signal ratio, with a control signal flat, not every such curve was filed as active; inconclusive = small, poorly fitted or top-dose-only effect, or effect the other way, or a change in a side signal; inactive = no such curve, though single readings can be large or run the other way; the % refers to the signal ratio; note: % is set by controls: 0 for no effect and ±100 for the full control effect
Target sequence (Q9NR56 whole entry, looked up): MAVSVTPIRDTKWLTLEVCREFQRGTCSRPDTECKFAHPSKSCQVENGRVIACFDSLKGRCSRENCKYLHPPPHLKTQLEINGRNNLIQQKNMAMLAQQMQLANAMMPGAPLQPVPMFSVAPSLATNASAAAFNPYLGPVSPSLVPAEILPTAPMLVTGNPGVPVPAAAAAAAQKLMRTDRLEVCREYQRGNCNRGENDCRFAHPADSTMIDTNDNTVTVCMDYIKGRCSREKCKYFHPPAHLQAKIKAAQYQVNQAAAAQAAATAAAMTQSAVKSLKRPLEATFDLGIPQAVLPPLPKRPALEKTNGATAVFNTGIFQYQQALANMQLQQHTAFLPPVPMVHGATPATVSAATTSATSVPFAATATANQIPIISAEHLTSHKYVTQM
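Inhibition of protein-RNA binding appears as loss of TR-FRET between terbium anti-His antibody on MBNL1-His and streptavidin-XL665 on biotin-(CUG)12. Activity is normalized to buffer-only and uninhibited-complex controls.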
uPA surface inh = blocks generation of uPA at the cell surface; Potency, µM (titrated, usually from 38.3 µM), for inactives: at the top dose activity change, negative = inhibition, usual class: inhibitors; 330,000 compounds, 0.31% hits; cell surface uPA generation assay, qHTS; active = well fitted inhibition curve with a large enough effect; inconclusive = small, poorly fitted or top-dose-only effect; inactive = no such curve, though single readings can be large or run the other way; tested in mouse RAW 264.7 cells; note: % is set by controls: 0 for no effect and ±100 for the full control effect; nearly all actives have a fitted effect of over 55% in size
Rab9 prom act = activates the Rab9 promoter; Huh7 Rab9 promoter-luciferase reporter, luminescence, 24 h; Potency, µM (titrated, usually from 9.22 µM), without a hit: at the highest dose activation, negative = inhibition, hits mostly activators; 320,000 compounds, 2.8% hits; AID 485297; note: % of control where 0% means no effect; nearly all actives have a fitted effect of over 60% in size
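Huh7 reporter line, Rab9 promoter upstream of luciferase. Compound exposure 24 h at 37 °C in reduced-serum medium with 10% FBS. Read-out: luminescence.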
p53 reactivator = restores transcriptional activity of mutant p53. Potency, µM (doses to about 92.2 µM), without a hit: top-dose activity change, positive = activation, actives largely listed as activators. 320,000 compounds, 0.063% hits. H1299 p53-A138V BP100-luciferase reporter, luminescence, 24 h; note: % of control where 0% means no effect; nearly all actives have a fitted effect of over 45% in size
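p53-null H1299 cells stably carrying temperature-sensitive p53-A138V and a BP100-luciferase reporter were pinned with compounds (4-point, 1:5 series) and held 24 hrs at 37 deg C. Luminescence was read 10 min after detection reagent.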
NPC1 prom act = activators of NPC1 promoter; Potency, µM (series often up to 9.22 µM), without a hit: top-dose activation, hits mostly activators; 320,000 compounds, 2.4% hits; Huh7 NPC1 promoter luciferase reporter, 24 h;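 note: % of control where 0% means no effect; nearly all actives have a fitted effect of over 60% in size; reporter is driven by a mutant NPC1 promoter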
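Readout is luciferase luminescence, reflecting NPC1 promoter activation in stably transfected Huh7 cells after 24 h compound exposure at 37 °C in reduced-serum medium with 10% FBS.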
RORgamma inh = blocks mouse ROR gamma transcriptional activity; 310,000 compounds, 5.4% hits; AID 2551; P51450; Potency, µM (highest dose often 53.6 µM), for the others: top-dose activity change, negative = inhibition, actives largely listed as inhibitors; Drosophila S2 Gal4-RORgamma UAS-luciferase reporter, 20 h; note: % is set by controls: 0 for no effect and ±100 for the full control effect; nearly all actives have a fitted effect of over 60% in size
Target sequence (P51450 whole entry, looked up, the tested form may be a part): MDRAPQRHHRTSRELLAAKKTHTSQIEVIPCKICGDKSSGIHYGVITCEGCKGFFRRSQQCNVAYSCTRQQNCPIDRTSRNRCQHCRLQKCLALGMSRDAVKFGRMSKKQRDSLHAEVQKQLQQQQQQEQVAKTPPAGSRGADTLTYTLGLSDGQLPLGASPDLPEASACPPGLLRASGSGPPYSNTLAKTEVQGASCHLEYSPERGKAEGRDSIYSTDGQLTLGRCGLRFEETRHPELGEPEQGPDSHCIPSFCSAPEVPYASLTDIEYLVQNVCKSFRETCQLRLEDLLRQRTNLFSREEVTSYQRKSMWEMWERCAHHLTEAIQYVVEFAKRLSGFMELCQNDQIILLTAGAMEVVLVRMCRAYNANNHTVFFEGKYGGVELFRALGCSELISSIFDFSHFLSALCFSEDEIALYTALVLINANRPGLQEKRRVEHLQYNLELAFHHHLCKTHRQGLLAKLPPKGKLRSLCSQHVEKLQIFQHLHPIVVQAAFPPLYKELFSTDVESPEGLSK
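In this cell-based reporter format, copper sulfate (700 uM final) drives Gal4–ROR gamma fusion expression from a metallothionein promoter in Drosophila Schneider cells; compounds preincubated 1 hr, reporter read after 20 hr at ambient temperature.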
FLuc modulator = firefly luciferase modulation, counter-screen for miR-21 project | P08659 | purified FLuc, Km substrates, luminescence inhibition | Potency, µM (top dose mostly 57.5 µM), for inactives: at the highest dose activity change, negative = inhibition, most hits filed as inhibitors | 360,000 compounds, 6.9% hits | AID 588342;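 note: plate controls were vehicle for no effect and reference inhibitor for full effect; nearly all actives have a fitted effect of over 55% in size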
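Purified P. pyralis luciferase, 10 nM final, with Km-level 10 uM D-luciferin and 10 uM ATP in 50 mM Tris acetate pH 7.5, 10 mM Mg acetate, 0.01% Tween-20, 0.05% BSA; 6-point qHTS titration about 60 µM downward; luminescence read.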
BRCA1 expr act = activators of BRCA1 expression | MCF7-BRCA1-FFLuc reporter, luminescence, 48 h; response scale: scaled: vehicle 0%, 10 µM genistein 100% | Potency, µM (doses to about 46.1 µM), inactives show top-dose activation, hits mostly activators | 380,000 compounds, 1.1% hits; note: nearly all actives have a fitted effect of over 80% in size; some results filed as inactive show a strong effect at the top dose
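48 h compound treatment of MCF7-BRCA1-FFLuc cells (phenol-red free MEM, 37 °C), then 15 min with luciferase substrate and luminescence imaging.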
Active calls of the source: *; ? = inconclusive; / = not tested or not shown; & = joins results of further samples; [ ] = dose if it differs, or a comment. Unless noted, calls come from the whole dose curve; as a rule, active = well fitted curve in the direction sought with a large enough effect; inconclusive = small, poorly fitted or top-dose-only effect, or another doubt; inactive = no such curve, though single readings can be large; an effect the other way counts as inactive or inconclusive. Potency is the fitted concentration of half-maximal effect.

Short forms: A = ELG1 genotox; B = Gal4-VP16 FLuc; C = MBNL1 CUG block; D = uPA surface inh; E = Rab9 prom act; F = p53 reactivator; G = NPC1 prom act; H = RORgamma inh; I = FLuc modulator; J = BRCA1 expr act
O=c1c(Cl)c(N2CCNCC2)cnn1C12CC3CC(CC(C3)C1)C2
  A = 4%; B = 2%; C = 15%; D = 0%; E = -2%; F = 2%; G = -1%; H = -1%; I = -2%; J = -12%

Cc1cccc(Nc2nc(N)c([N+](=O)[O-])c(NCc3ccccc3)n2)c1
  A = 0%; B = -7%; C = 2%; D = 2%; E = -1%; F = -6%; G = -2%; H = 15%; I = ?; J = -66%

COc1cccc(COC(=O)c2nn(-c3ccccc3)nc2N)c1
  A = -1%; B = 0%; C = 0%; D = -8%; E = -18%; F = 17%; G = -2%; H = 0%; I = ?; J = 4%&49%

CCCC(=O)NCC(c1cccs1)S(=O)(=O)c1ccc(Cl)cc1 (stereo unspecified)
  A = 0%; B = 1%; C = 1%; D = 2%; E = 3%; F = -1%; G = -12%; H = 11%; I = 0%; J = -4%

CCN1C(=O)/C(=C\N(C)C)c2ccccc21
  A = 1%; B = 1%; C = 3%; D = 4%; E = 9%; F = 0%; G = -12%; H = 29%; I = -4%; J = -39%

CCC1CCCCN1C(=O)CCn1ccnc1 (stereo unspecified)
  A = 10%; B = 0%; C = /; D = 0%; E = -2%; F = 0%; G = 0%; H = -12%; I = -1%; J = -11%

CC1CN(C(=O)Cn2cc(S(=O)(=O)CC(=O)N(C)c3ccccc3)c3ccccc32)CC(C)O1 (stereo unspecified)
  A = 0%; B = -2%; C = -7%; D = -4%; E = 4%; F = -3%; G = 2%; H = -9%; I = 2%; J = 11%

COc1ccc(-c2c([C@H]3[C@@H]4C=CCC[C@@]4(C)C(=O)N3Cc3ccccc3)ccc3ccccc23)cc1OC
  A = -6%; B = -2%; C = -9%; D = ?; E = -7%; F = -2%; G = -9%; H = 12%; I = -3%; J = -59%

O=[N+]([O-])c1ccc(N=NNc2ccccc2)cc1
  A = 10%; B = 4%; C = ?; D = 11%; E = ?; F = 27%; G = 26%; H = 27%; I = ?; J = 29%

O=C(NCc1ccc2c(c1)OCO2)c1cc([N+](=O)[O-])ccc1N1CCCCC1
  A = -6%; B = -5%; C = ?; D = -11%; E = -14%; F = 15%; G = -26%; H = ?; I = 2%; J = -73%

C=CCNC(=O)CSCc1ccc(Br)cc1
  A = 0%; B = -10%; C = 0%; D = -6%; E = 1%; F = -4%; G = -4%; H = 36%; I = -1%; J = -3%

Cc1ccccc1Cn1cnc2c(cnn2C(C)(C)C)c1=O
  A = -10%; B = -13%; C = -1%; D = -7%; E = 6%; F = -1%; G = -7%; H = ?; I = ?; J = 6%

COc1cccc(C(=O)N(Cc2cc3cc(C)ccc3[nH]c2=O)C(C)C)c1
  A = 2%; B = -16%; C = 3%; D = -8%; E = 0%; F = 4%; G = -5%; H = 6%; I = 1%; J = -19%

O=C1C(=O)N(CCN2CCOCC2)C(c2ccccn2)/C1=C(/O)c1ccc(F)cc1 (stereo unspecified)
  A = 3%; B = 5%; C = ?; D = 3%; E = -5%; F = 11%; G = 5%; H = -17%[10 µM]; I = -2%; J = 4%

Nc1cc2c(cc1[N+](=O)[O-])OCO2
  A = 0%; B = -6%; C = ?; D = -2%; E = -2%; F = -2%; G = -2%; H = -22%; I = -20%; J = 2%

CC(C)(C)OC(=O)N[C@@H](/C=C/c1ccccc1)C(=O)OC(C)(C)C
  A = -5%; B = /; C = /; D = 1%; E = 1%; F = 12%; G = 6%; H = /; I = -1%; J = -9%

CCN(CC)CCCNC(=O)CN1N=C(c2ccc(OC)cc2)CCC1=O
  A = 0%; B = -1%; C = 0%; D = -1%; E = -1%; F = -2%; G = -2%; H = 13%; I = 0%&0%; J = 11%

C/C(=N/NC(=O)CN1CCN(Cc2ccccc2Cl)CC1)c1ccco1
  A = -2%; B = 4%; C = -18%; D = -4%; E = -6%; F = -7%; G = 1%; H = ?; I = 2%; J = 1%

O=C(Nc1ccc2ccccc2c1)C(=O)C1C(=O)Nc2ccccc21 (stereo unspecified)
  A = ?; B = 3%; C = /; D = /; E = ?; F = 7%; G = ?; H = 26%; I = ?; J = /

N#CC1=C2SCN(Cc3ccco3)CN2C(=O)CC1c1c(F)cccc1Cl (stereo unspecified)
  A = 2%; B = ?; C = -5%; D = ?; E = -6%; F = -1%; G = -4%; H = -37%; I = ?; J = -25%

COc1ccc(CCNC(=O)c2c(Cl)ccc(Cl)c2OC)cc1OC
  A = -2%; B = 2%; C = -6%; D = 0%; E = 12%; F = 3%; G = -4%; H = 0%; I = 3%; J = -21%

CCOc1ccc(CN2CCN(Cc3[nH]c4ccc(OC)cc4c3C)CC2CCO)cc1 (stereo unspecified)
  A = 5%; B = -17%; C = 7%; D = 2%; E = 10%; F = 0%; G = -4%; H = 3%; I = 2%; J = -27%

CN(C)S(=O)(=O)c1ccc(S(=O)(=O)N(CC(=O)Nc2ccccc2)CC2CCCO2)cc1 (stereo unspecified)
  A = -8%; B = 1%; C = -7%; D = -8%; E = -1%; F = 0%; G = 0%; H = 5%; I = 3%; J = -14%

Cc1ccc(-n2c(C)nn(CC3CC3)c2=O)cc1
  A = 6%; B = 25%; C = -2%; D = 5%; E = 5%; F = 5%; G = 1%; H = 15%; I = -2%; J = -6%

Nc1ccc(-c2nc3ccc(N)cc3s2)cc1
  A = ?; B = 7.9µM*; C = ?; D = -6%; E = ?; F = -3%; G = ?; H = ?; I = 0.27µM*; J = 19%

Taken from above.
CCOc1ccc(CN2CCN(Cc3[nH]c4ccc(OC)cc4c3C)CC2CCO)cc1 (stereo unspecified) in ELG1 genotox shows 5%
O=C(Nc1ccc2ccccc2c1)C(=O)C1C(=O)Nc2ccccc21 (stereo unspecified) in p53 reactivator shows 7%
Cc1ccc(-n2c(C)nn(CC3CC3)c2=O)cc1 in RORgamma inh shows 15%

Additional structures
Short forms: A = ELG1 genotox; B = Gal4-VP16 FLuc; C = MBNL1 CUG block; D = uPA surface inh; E = Rab9 prom act; F = p53 reactivator; G = NPC1 prom act; H = RORgamma inh; I = FLuc modulator; J = BRCA1 expr act
CCCCn1c(N)c(N(CCC(C)C)C(=O)C2CC(=O)N(c3cccc(SC)c3)C2)c(=O)[nH]c1=O (stereo unspecified)
  A = 9%; B = /; C = /; D = 7%; E = -1%; F = 0%; G = -1%; H = /; I = 4%; J = -3%

COC(=O)[C@H](Cc1ccccc1)NC(=O)N1CCCCC1
  A = 5%; B = 9%; C = 4%; D = 0%; E = -2%; F = 8%; G = -5%; H = -12%; I = -7%; J = 10%

Cc1ccc(NC(=S)NCCN2CCOCC2)cc1
  A = 1%; B = -3%; C = 5%; D = 3%; E = -3%; F = 5%; G = 2%; H = ?; I = -2%; J = -4%

Cc1cc(C(=O)NNc2ccc(C)c(C)c2)no1
  A = 18%; B = 12%; C = /; D = -30%; E = 22%; F = 6%; G = 15%; H = 42%; I = -17%; J = 7%

CC(=O)c1[nH]c(C)c(C(=O)N2CCCC(Nc3cccc(F)c3)C2)c1C (stereo unspecified)
  A = 3%; B = 3%; C = -6%; D = -3%; E = -4%; F = -1%; G = -17%; H = -6%; I = 0%; J = -7%

CCCc1cc(N2CCC(C(N)=O)CC2)nc(-c2ccccc2)n1
  A = -5%; B = 4%; C = 2%; D = 0%; E = -2%; F = -5%; G = 1%; H = 4%; I = -1%; J = -14%

CC(=O)Nc1ccc(NC(=O)c2sc3nc4c(c(-c5ccc(C)cc5)c3c2N)CCC4)cc1
  A = ?; B = -24%; C = ?; D = -7%; E = -5%; F = 2%; G = -2%; H = -17%; I = 3%; J = -1%

COc1ccc(/C=N/NC(=O)CN2CCSCC2)cc1C
  A = 6%; B = -20%; C = 12%; D = -3%; E = -2%; F = 18%; G = -3%; H = -10%; I = ?; J = 37%

Cc1cc(OCC(=O)N2CCOCC2)ccc1NC(=O)C1CCCCC1
  A = 2%; B = -7%; C = 4%; D = /; E = 8%; F = 2%; G = -1%; H = -12%; I = -15%; J = -1%

O=C(Nc1ccon1)c1ccc(F)c(S(=O)(=O)N2CCCCC2)c1
  A = -3%; B = -6%; C = -3%; D = 0%; E = 0%; F = -11%; G = -4%; H = 21%; I = 0%; J = 1%

C=CCn1c(SCn2nnc3ccccc3c2=O)nnc1-c1ccc(F)cc1
  A = -1%; B = 5%; C = 14%; D = 2%; E = -9%; F = -3%; G = 5%; H = 1%[10 µM]; I = 2%; J = 35%

NNC(=O)c1nnn(-c2nonc2N)c1-c1cccs1
  A = 1%; B = 1%; C = 5%; D = 2%; E = -2%; F = -3%; G = -1%; H = -10%; I = 0%; J = 6%

COc1cccc(C(=O)NC(C)c2ccc(-c3ccccc3)cc2)c1OC (stereo unspecified)
  A = 3%; B = 3%; C = 6%; D = 2%; E = -1%; F = -5%; G = 2%; H = ?; I = 1%; J = -20%

O=C(CCC(=O)N1CCN(c2ccccn2)CC1)Nc1nnc(C(F)(F)F)s1
  A = -3%; B = 6%; C = 6%; D = 2%; E = -1%; F = 0%; G = -5%; H = 34%; I = 1%; J = 3%

O=C(Nc1nc(-c2cccs2)cs1)c1ccco1
  A = 10µM*; B = ?; C = 10%; D = ?; E = 3.2µM*; F = 3%; G = 4µM*; H = ?; I = 8.5µM*; J = ?

CC(C)(C)c1cc(C(=O)Nc2ccccc2)ccn1
  A = -1%; B = 1%; C = -2%; D = -4%; E = -1%; F = 18%; G = 1%; H = ?; I = ?; J = -14%

Not a hit list; about 13% have a hit in one of these screens.
